High-throughput results from PubChem.
KCNQ2 inh: KCNQ2 channel blockers in CHO-K1 cells – cell-based, FluxOR thallium flux, B-score, primary screen (AID 2156). O88943. 20 min; active compounds read low. B-score at 10 µM. actives 1.1% (n = 310,000);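 active = fluorescence ratio B-score at most minus 3 library SDs, with starting brightness B-score within 2 library SDs, cut at about -5.5 in these data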
Target sequence (O88943 whole entry, looked up): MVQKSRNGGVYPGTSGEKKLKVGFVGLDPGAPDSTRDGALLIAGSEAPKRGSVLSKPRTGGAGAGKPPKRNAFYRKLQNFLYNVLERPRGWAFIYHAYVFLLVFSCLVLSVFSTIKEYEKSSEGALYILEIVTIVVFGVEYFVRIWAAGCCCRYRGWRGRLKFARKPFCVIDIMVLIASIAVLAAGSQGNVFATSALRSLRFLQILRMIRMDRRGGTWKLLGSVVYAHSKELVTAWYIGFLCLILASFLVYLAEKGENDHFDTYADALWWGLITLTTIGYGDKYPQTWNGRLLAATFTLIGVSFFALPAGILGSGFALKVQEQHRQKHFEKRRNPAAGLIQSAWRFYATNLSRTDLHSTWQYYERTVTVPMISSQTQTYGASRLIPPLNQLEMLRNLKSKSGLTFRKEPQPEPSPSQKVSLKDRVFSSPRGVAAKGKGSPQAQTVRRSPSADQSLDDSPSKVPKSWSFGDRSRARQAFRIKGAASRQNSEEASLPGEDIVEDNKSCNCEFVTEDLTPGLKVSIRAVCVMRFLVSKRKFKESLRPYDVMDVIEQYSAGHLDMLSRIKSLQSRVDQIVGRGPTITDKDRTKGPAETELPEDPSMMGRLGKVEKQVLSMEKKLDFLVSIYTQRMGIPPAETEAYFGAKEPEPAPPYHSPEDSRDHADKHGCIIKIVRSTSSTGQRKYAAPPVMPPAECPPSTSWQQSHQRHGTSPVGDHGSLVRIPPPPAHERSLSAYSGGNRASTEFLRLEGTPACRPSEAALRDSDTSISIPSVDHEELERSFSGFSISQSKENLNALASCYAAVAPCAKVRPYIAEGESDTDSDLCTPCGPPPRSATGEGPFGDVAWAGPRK
STK33 inh: inhibitors of human STK33 kinase | Q9BYT3 | purified STK33, MBP phosphorylation, ADP-Glo luminescence | inhibition, % at 10 µM | actives 0.073% (n = 320,000) | AID 2661;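 active = inhibition at or above 25%, using the most active replicate where run in duplicate; inactive = inhibition below 25%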
OX1R antag: antagonists of human orexin 1 receptor (OX1R) | O43613 | OX1R-expressing cells, FRET antagonist read-out | inhibition, % at 6.6 µM | actives 1.8% (n = 330,000) | AID 485270; in the data active = inhibition mostly above about 38%, no sharp cut-off; inactive = mostly below about 40%;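 also: 0% = agonist challenge alone and 100% = reference antagonist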
An asterisk follows results filed as active; i = inactive; · = no result given.

SMILES | KCNQ2 inh | STK33 inh | OX1R antag
Cc1ccc(NC(=O)N2CCCC2C(=O)Nc2c(C)cc(C)cc2C)cc1 (stereo not given) | i | 0.3 | 26
CC(C)CN(CC(C)C)c1nnc(N)s1 | i | 3.1 | 24
CCOC(=O)c1ccc2c(c1)nc(SCC(=O)NC(C)C)n2CC | i | -0.1 | 12
CCO[C@H]1OC(C(=O)O)=C[C@@H](C)[C@@H]1CCCO | i | -1.3 | 6
COc1ccc(CC(=O)NNC(=O)c2cnccn2)cc1 | i | -0.3 | 4
COc1ccccc1N1CCN(C2CCCN(Cc3ccc(Cl)cc3)C2)CC1 (stereo not given) | i | 0.1 | 11
N#Cc1ccccc1NC(=O)COC(=O)CCc1ccccc1 | i | -2.5 | 1
O=S(=O)(NC1=NCCC1)c1ccc(F)cc1F | i | -1.3 | 6
CN(N)c1nc(N2CCCC2)nc(N2CCCC2)n1 | i | -0.9 | 4
CC(C)c1ccc(C2c3[nH]c4ccccc4c3C[C@H]3C(=O)N(c4ccccc4C(=O)N4CCC(C(=O)O)CC4)C(=O)N23)cc1 (stereo not given in full) | i | 1.0 | 8
CCC(C)NC(=O)N[C@@H](Cc1ccccc1)C(=O)O (stereo not given in full) | i | -0.9 | 10
O=C(COC(=O)c1ccc(S(=O)(=O)N2CCCC2)cc1)NCc1cccs1 | i | -1.1 | 22
O=C(O)CC(Cc1ccc(Br)cc1)C(=O)O (stereo not given) | i | -0.2 | 11
CSc1cccc(NC(=O)CSc2ncccc2C(=O)Oc2cccc([N+](=O)[O-])c2)c1 | i | -1.5 | 45
CCOc1c(C)cc(S(=O)(=O)NCc2ccccn2)c(C)c1C | i | -1.7 | 15
CC(=O)Nc1ccc(S(=O)(=O)Nc2cccc(NC(=O)c3ccco3)c2)cc1 | i | -0.6 | 9
Cc1cccc(NC(=O)CN(C)S(=O)(=O)c2cccc3nsnc23)c1C | i | -0.8 | 40
CCOc1ccc(Oc2ccc(S(=O)(=O)N3CCOCC3)cc2NC(=O)C2=COCCO2)cc1 | i | -1.8 | 16
CC(=O)c1ccc(OCc2cc(C(=O)NC(C)Cc3ccccn3)no2)cc1 (stereo not given) | i | -0.3 | 7
CCOC(=O)c1cc(-c2ccccc2)sc1NC(=S)Nc1cc(C)ccn1 | i | -1.1 | 11
CCOc1ccccc1NS(=O)(=O)c1c(C)[nH]c(C)c1C(=O)N1CCCCC1 | i | 4.5 | 26
CCCCCC(=O)NNC(=S)NC(C)=O | i | 0.0 | 8
O=C(CSc1nc2ccccc2o1)c1ccc2c(c1)OCCO2 | · | -1.6 | 29
CN(C(=O)CN1CCN(c2ccccc2F)CC1)C1CCCc2ccccc21 (stereo not given) | i | 0.8 | 1
CC(C)Cn1c(N)c(C(=O)COC(=O)c2nccnc2N)c(=O)n(C)c1=O | · | -0.8 | 3
CNC(=O)COc1ccc(Nc2nnc(C)c3ccccc23)cc1 | i | 1.8 | 5
CC(C)CCNC(=O)c1csc2c1CCCCC2 | i | -0.1 | 14
CC(=O)N1CCN(CCN2C(C)=CC(=C(C#N)C#N)C=C2C)CC1 | i | -0.1 | 14
CC1CCCN(C(=S)SCC(=O)O)C1 (stereo not given) | i | -0.9 | 3
CNC(=O)Nc1ccc(Cn2cc(C(F)(F)F)ccc2=O)cc1 | i | 0.5 | 11
CC(OC(=O)c1cc(S(=O)(=O)N(C)C)ccc1N1CCCC1)C(=O)NCc1ccccc1 (stereo not given) | i | -0.9 | 1
CCOC(=O)Nc1sc(C(=O)N(C)C)c(C)c1C(=O)OCC | i | 0.2 | 11
CCOc1ccccc1CNC(=O)CN1C(=O)CSc2ccc(S(=O)(=O)N3CCOCC3)cc21 | i | -2.0 | 10
O=C(CN1C(=O)NC2(CCc3ccccc3C2)C1=O)Nc1ccc(Cl)cc1F (stereo not given) | i | -0.4 | 14
COc1ccc(C(C)=O)cc1COc1ccc(F)cc1 | i | -1.1 | 4
Cc1csc(-c2cccnc2)n1 | i | 0.5 | 15
CCN(CC)CCn1c(NS(=O)(=O)c2ccc(Cl)cc2)nc2ccccc21 | i | -2.3 | 7
Cc1ccc(CNC(=O)CO/N=C/c2ccc3c(c2)OCO3)cc1 | i | -0.5 | 8
CCOC(=O)c1c(NC(=O)CSc2nnc(-c3cccnc3)n2Cc2ccco2)sc(C)c1C | i | -0.8 | 12
Cc1cc([N+](=O)[O-])cc2c1NC(c1ccccn1)C1CC=CC21 (stereo not given) | i | -1.3 | 10
COc1cccc(/C=N/NC(=O)CSc2nnc(C)n2-c2ccccc2)c1O | i | -2.1 | 23
O=[N+]([O-])c1ccccc1CN1CCN(Cc2ccccn2)CC1 | i | 0.2 | 32
N#Cc1ccc(OCC(=O)NC2CCCCCC2)cc1 | · | -0.4 | 7
COc1ccc(/C=C2\C(=O)ON=C2c2ccccc2)cc1OC | i | -0.6 | 7
CC(=O)Nc1ccc(S(=O)(=O)NC2=NCN(c3ccc([N+](=O)[O-])cc3)CN2)cc1 | i | 0.5 | 13
Cc1ccnc(SCC(=O)Nc2cc(C)on2)n1 | i | -1.6 | 20
N#Cc1cccc(C#N)c1NCC1CCCO1 (stereo not given) | i | -0.9 | 1
CCn1cnc2cc(NCc3ccc(N(C)C)cc3)ccc21 | i | 0.4 | 17
O=C(Cc1ccccc1Cl)Nc1cccc(S(=O)(=O)N2CCOCC2)c1 | i | -2.2 | 20
COc1ccc(CNC(=O)C2CCC(=O)N(CCCN3CCCC3=O)C2)c(OC)c1 (stereo not given) | i | -1.7 | 4
Further results.
SMILES | KCNQ2 inh | STK33 inh | OX1R antag
O=C(OCC(=O)N1CCN(c2ccccc2)CC1)c1ccc([N+](=O)[O-])s1 | · | 0.6 | 43*
COc1ccc(NC(=O)CCN2CCN(S(=O)(=O)c3ccc(F)cc3)CC2)cc1 | i | -0.5 | 10
O=C(COc1ccccc1Cl)Nc1ccc(C(=O)c2ccc(C(=O)O)cc2)cc1 | i | 0.3 | 28
Cc1c(CCC(=O)NCC(=O)O)c(=O)oc2cc3occ(-c4ccccc4)c3cc12 | i | -0.5 | ·
Cc1ccc(NC(=O)CSCc2nc3c(nnn3Cc3ccc(F)cc3)c(=O)[nH]2)c(C)c1 | i | -1.2 | 14
Cc1ccc(C(=O)Nc2cccc([N+](=O)[O-])c2)cc1S(=O)(=O)Nc1ccc(C(=O)O)cc1 | i | -1.4 | 0
O=C(c1cc(COc2ccc(F)cc2F)on1)N1CCN(C2CCCC2)C(=O)C1 | i | -2.0 | 0
C=CCN1C(=O)c2ccc(C(=O)N3CCN(S(=O)(=O)c4ccc(C(C)C)cc4)CC3)cc2C1=O | i | -2.3 | 21
O=C(Nc1cccnc1)c1c(F)cccc1F | i | -0.3 | 8
COc1ccc(C(NC(N)=O)c2ccccc2)cc1 (stereo not given) | i | -1.1 | 1
Cc1cccc(N2C(=O)CN(Cc3ccccc3)C2=S)c1 | i | -0.9 | 3
COC(=O)c1ccc(SCc2cnc(Cl)s2)cc1 | i | 0.0 | 11
Cc1cc(S(=O)(=O)Nc2cccc(C(=O)O)c2)c(C)c(S(=O)(=O)c2ccc(Cl)cc2)c1 | i | -2.2 | 14
CC1CCCCN1C(=O)COc1ccc(F)cc1 (stereo not given) | i | 1.4 | 11
CC(C)C[C@H](NC(=O)N1CCn2c1nc1ccccc12)C(=O)N[C@@H](C(=O)O)c1ccccc1 | i | -1.3 | 10
Cc1cc(OCC(=O)NCc2cccnc2)ccc1[N+](=O)[O-] | i | -0.4 | 29
Cc1ccc(-c2nnc(SCc3ccccc3F)o2)cc1 | i | 0.6 | 27
CNc1ncc(C(=O)c2ccccc2)s1 | i | -1.4 | 19
C/C=C\C(=O)Nc1cccc(C2=NOC3(C2)C[C@H](C(N)=O)N(C(=O)/C=C/CC)C3)c1 (stereo not given in full) | i | -1.2 | 11
O=C(CN(Cc1ccc(Cl)cc1)S(=O)(=O)c1ccccc1)NCC1CCCO1 (stereo not given) | i | -0.6 | 12
Cc1c(C(c2ccccc2O)c2c(C)n(C)n(-c3ccccc3)c2=O)c(=O)n(-c2ccccc2)n1C | i | -2.1 | 5
COc1cccc(Oc2nnnn2-c2ccccc2)c1 | i | -0.8 | 8
Cc1cc(C(=O)OCC(=O)Nc2cccc([N+](=O)[O-])c2)c(C)o1 | · | -0.3 | 5
S=C(Nc1ccc(Cl)cc1)N1CCCCC1 | i | -0.9 | 11
Cc1cc(C)nc(SCC(=O)c2ccc(F)cc2F)n1 | i | 0.6 | 12
CC(C)(C)NC(=O)NC(=O)COC(=O)Cn1cnc2ccccc2c1=O | i | -1.3 | 8
COc1ccc(C(=O)N/C(=C\c2ccccc2)C(=O)NCCCn2ccnc2)cc1 | i | 0.0 | 11
COC(=O)c1nnn(-c2nonc2N)c1CSc1nnc(C)s1 | i | -0.1 | 10
CCOc1cc(/C=C2\COc3ccccc3C2=O)cc(Br)c1OCC(=O)N(C)C | i | 2.4 | 26
COc1ccc(NC(=O)C(CCCCNC(=O)OC(C)(C)C)NC(=O)OCc2ccccc2)cc1 (stereo not given) | i | 1.7 | 1
CC(C)(C)NC(=O)C(OC(=O)c1ccco1)c1ccccc1F (stereo not given) | i | -0.3 | 4
CCn1cc(CN2CCN(Cc3ccc(C)o3)C(CCO)C2)c2ccccc21 (stereo not given) | i | -0.8 | 8
CC(=O)C[C@H](O)CC(=O)[C@H]1OC(=O)[C@H](C)C/C=C\Cc2ccccc21 | · | 0.4 | 6
CCn1nccc1C(=O)Nc1cc(Cl)cc(Cl)c1 | i | 0.6 | 18
Cc1cccn2c(=O)c3cc(C#N)c(=NC(=O)c4cccnc4)n(CC4CCCO4)c3nc12 (stereo not given) | i | -0.6 | 123*
CCCOc1cccc(C(=O)Nc2ccc(CN3CCOCC3)cc2)c1 | i | -11 | ·
COC(=O)c1ccc(CO/N=C/c2ccc(OC)cc2OC)cc1 | i | -1.2 | 6
O=C1CC(c2ccc(F)cc2)CC2=C1C(c1ccc([N+](=O)[O-])o1)Nc1ccccc1N2 (stereo not given) | i | -1.6 | 5
O=C(c1cccc(NS(=O)(=O)c2ccc(F)cc2)c1)N1CCN(c2ccccc2)CC1 | i | · | 16
CCCCCN1CN(S(=O)(=O)c2cccs2)c2nc3ccccc3nc21 | i | -1.2 | 17
CCCCc1nc2sc3c(=O)n(N)cnc3c2c2c1CCC2 | i | -0.9 | 10
CC(COc1ccccc1)N(CCCl)Cc1ccccc1 (stereo not given) | i | 0.8 | 10
Cc1ccnn1CCC(=O)O | i | -1.5 | 4
Cc1nc(N2CCN(C(=O)CCC(=O)O)CC2)c2c(C)c(C)sc2n1 | i | -0.5 | 11
Cc1cccc(NC(=O)CNC(=O)c2cccc(S(=O)(=O)NCc3cccs3)c2)c1C | · | -2.0 | 8
CCN(CC)N=Nc1ccc(S(=O)(=O)N2CCSC2C(=O)O)cc1 (stereo not given) | i | 0.3 | 13
O=C(Nc1ccnc(-c2cccnc2)n1)c1cccc(Cl)c1Cl | i | 0.6 | 11
NNC(=O)/C(=C/c1cccs1)NC(=O)c1ccccc1Cl | i | 1.4 | 11
O=C(NN=C1CCCCCC1)c1cc(-c2ccccc2)nc2ccccc12 | i | 0.5 | 17
COc1ccc(OCC(O)CNC(=O)/C=C/c2cccc([N+](=O)[O-])c2)cc1 (stereo not given) | i | -3.6 | 11
Continued.
SMILES | KCNQ2 inh | STK33 inh | OX1R antag
O=C1CCCN1CCC(=O)N1CCCC(Nc2ccc(F)cc2)C1 (stereo not given) | i | -4.7 | 26
CC1CCN(C(=O)COc2ccc3ccccc3c2Br)CC1 | i | -0.7 | 21
COc1ccc(-n2ncc3c2CC(C)(C)CC3NC(=O)CSc2ccccn2)cc1 (stereo not given) | i | 1.5 | 13
CCOc1ccc(OCCC(=O)N2CCN(S(=O)(=O)c3cccc(F)c3)CC2)cc1 | i | -0.4 | 18
COc1cc(OC)c2cc(C(=O)N[C@H](C(=O)N3CCC[C@H]3C(=O)O)C(C)C)n(C)c2c1 | i | -1.4 | 8

Structures above that contain a thiophene ring, fused or not:
SMILES | KCNQ2 inh | STK33 inh | OX1R antag
O=C(COC(=O)c1ccc(S(=O)(=O)N2CCCC2)cc1)NCc1cccs1 | i | -1.1 | 22
CCOC(=O)c1cc(-c2ccccc2)sc1NC(=S)Nc1cc(C)ccn1 | i | -1.1 | 11
CC(C)CCNC(=O)c1csc2c1CCCCC2 | i | -0.1 | 14
CCOC(=O)Nc1sc(C(=O)N(C)C)c(C)c1C(=O)OCC | i | 0.2 | 11
CCOC(=O)c1c(NC(=O)CSc2nnc(-c3cccnc3)n2Cc2ccco2)sc(C)c1C | i | -0.8 | 12
O=C(OCC(=O)N1CCN(c2ccccc2)CC1)c1ccc([N+](=O)[O-])s1 | · | 0.6 | 43*
CCCCCN1CN(S(=O)(=O)c2cccs2)c2nc3ccccc3nc21 | i | -1.2 | 17
CCCCc1nc2sc3c(=O)n(N)cnc3c2c2c1CCC2 | i | -0.9 | 10
Cc1nc(N2CCN(C(=O)CCC(=O)O)CC2)c2c(C)c(C)sc2n1 | i | -0.5 | 11
Cc1cccc(NC(=O)CNC(=O)c2cccc(S(=O)(=O)NCc3cccs3)c2)c1C | · | -2.0 | 8
NNC(=O)/C(=C/c1cccs1)NC(=O)c1ccccc1Cl | i | 1.4 | 11
